Screening data from PubChem.
MgcRacGAP inhibition – MgcRacGAP GTPase-activating activity inhibitors, confirmation, biochemical, ADP Hunter fluorescence. AID 624330. MgcRacGAP-stimulated Rac1 GTP hydrolysis, ADP Hunter fluorescence; higher % means a stronger effect; GST-tagged Rac1 F28L mutant substrate. one-dose inhibition, % at 30 µM; IC50 in µM for titrated hits. hit rate 0.6% among 340,000;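 active = first-screen hits whose inhibition reached a set limit at any dose in the follow-up dose series; inconclusive = inhibition above the set first-screen limit but never retested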;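 also: fluorescence reports GDP produced by GAP-driven GTP hydrolysis; strong numbers were not always called active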
NS5 inhibitors – Dengue-2 NS5 methyltransferase inhibitors, primary screen, biochemical, confirmation dose response (AID 588689). hit rate 0.3% among 340,000. inhibition, % at 25 µM, or IC50 in µM where a hit was titrated. Dengue-2 NS5 methyltransferase capping enzyme assay, biochemical; higher % means a stronger effect; in the data active = a potency from the dose series; inconclusive = inhibition above about 29% without an active follow-up result
NS5 inhibitors pilot replicate – second read-out of NS5 inhibitors, no call of its own (marks repeat the call); inhibition, %; measured here: pilot screen replicate inhibition
The depositor's hits bear a star; ? = inconclusive. The list is partial; count on the stated rates, not on these rows.

SMILES	MgcRacGAP inhibition	NS5 inhibitors	others
O=C(COc1ccc(Cl)cc1Br)NC(=O)NC1CCCC1	11%	6%
C=Cn1cc(CNC[C@H]2O[C@@H](n3ccc(N)nc3=O)[C@H](O)[C@@H]2O)c(C)n1	1%	1%
CC(=O)N1C[C@H]2CON(C)[C@H]2C[C@H]1c1cccc(-c2ccccc2C)c1	1%	5%
COc1ccc(C(=S)N2CCN(c3ccccc3C)CC2)cc1OC	-7%	1%
Cc1noc(C)c1NC(=O)N(C)C[C@H]1Oc2c(NC(=O)NC(C)C)cccc2C(=O)N([C@H](C)CO)C[C@@H]1C	3%	4%
O=C(NCc1ccccc1)c1cccc(NC(=O)C2CC2)c1	6%	-7%	NS5 inhibitors pilot replicate=-0.9
CN(CC(=O)Nc1ccc(F)cc1)C(=O)COC(=O)c1cc(Br)c(Br)s1	6%	0%
CCOC(=O)C1CCN(C(=O)COC(=O)C23CC4CC(CC(C4)C2)C3)CC1	3%	2%
Cc1nc(Cl)sc1C(=O)Nc1cccc(C(F)(F)F)c1	-1%	-9%
C[C@@H]1CN([C@H](C)CO)C(=O)c2c(c3ccccc3n2C)-c2ccccc2CO[C@H]1CN(C)S(=O)(=O)c1cn(C)cn1	9%	-9%
CC1CC(C)CN(C(=O)COC(=O)CN2C(=O)c3ccccc3C2=O)C1 (stereo not given)	0%	7%
CCN(C[C@H]1N[C@@](Cc2ccccc2)(C(=O)OC)[C@H]2C(=O)N(Cc3ccccc3)C(=O)[C@@H]12)S(=O)(=O)c1ccc(-c2ccccc2)cc1	9%	-5%	NS5 inhibitors pilot replicate=-5.5
O=C(NCCCN1C(=O)c2ccccc2C1=O)OCc1ccccc1	4%	-7%
COc1cc(C(=O)COC(=O)c2ccc([N+](=O)[O-])o2)cc(OC)c1OC	0%	-4%
O=C(COc1ccccc1F)OCC(=O)N1CCc2ccccc21	-5%	-9%
COC(=O)Nc1ccc2ccc3c(NC(=O)OC)ccc4ccc1c2c43	8%	-12%
COc1ccc(NC(=O)C[C@H]2C(=O)N(Cc3cccnc3)C[C@@H]2Cc2ccccc2)cc1	5%	-2%
COC(=O)CC1C(=O)NCCN1C(=O)c1oc2c(C)c(C)ccc2c1C (stereo not given)	8%	7%
CN(Cc1nc2ccccc2c(=O)[nH]1)C(=O)c1cc(-c2ccc(Br)cc2)nc2ccccc12	4%	0%
O=C(CCNC(=O)c1ccccc1)NN=Cc1ccc(Br)o1	3%	-4%
O=C1NCCOC(=O)[C@H](Cc2ccc(F)cc2)CC/C=C/C[C@H]1CC(=O)N(CCO)Cc1ccccc1	7%	1%
CCOc1ncccc1C(=O)OC(C)C(=O)Nc1ccc(Cl)cn1 (stereo not given)	0%	-6%
CCOC(=O)C1(C)C(=O)CC2c3nc4ccccc4cc3CN2C1=O (stereo not given)	1%	21%
Cc1cccc(NS(=O)(=O)c2ccc3[nH]c(=O)oc3c2)c1C	-5%	-5%
Cc1cc2[nH]c3c4ccccc4nc(C)c3c2cc1C	39µM*	-12%
COc1ccc(S(=O)(=O)N2CCc3ccccc32)cc1C(=O)N1CCC(C)CC1	-3%	6%
CCOC(=O)N1CCN(C(=O)CSCC(=O)N=c2sc3cc(OC)ccc3n2C)CC1	10%	-2%
C=CC[C@H](CC(=O)N(CCO)Cc1ccccc1)C(=O)NCCOC(=O)[C@H](CC=C)CC(=O)OC(C)(C)C	9%	-8%	NS5 inhibitors pilot replicate=1.2
COc1ccc(C)cc1NC(=O)CSCc1cc(=O)n2c(C)csc2n1	5%	-8%
CCC(=O)N(c1nnc(SCC(=O)c2ccc[nH]2)s1)C1CC1	12%	-1%
O=[N+]([O-])c1cc2ncccc2c2ncccc12	8%	1%
N#Cc1ccccc1NC(=O)CNc1cc(S(=O)(=O)N2CCOCC2)ccc1NCC1CCCO1 (stereo not given)	3%	-5%
CN1C[C@@H]2[C@@H]3C(=O)N(C)C(=O)[C@@H]3[C@](C)(C1=O)N2C(=O)c1ccc(Cl)c(Cl)c1	2%	-4%
COc1ccc(S(=O)(=O)N(C)C[C@H]2OCc3cnnn3CCCC(=O)N([C@H](C)CO)C[C@@H]2C)cc1	6%	1%
COc1ccccc1CNC(=O)c1ccc(Cl)c(S(=O)(=O)N2CCCC2)c1	-1%	5%
O=C(Nc1cccc(-c2nc3ncccc3o2)c1)c1ccc2c(c1)OCO2	7%	-7%
CCN1CC(C)(C)N(C(=O)c2ccccc2)CC1(C)C	4%	2%
Nc1ccc(Cn2ccc3c4c(N)nc(N)nc4ccc32)cc1	77µM*	-3%
C[C@H](CO)N1C[C@H](C)[C@@H](CN(C)C(=O)NC2CCCCC2)Oc2c(NS(=O)(=O)c3ccccc3)cccc2C1=O	0%	-6%
Cc1cnn(C(=O)Cn2nc(C(F)F)c(Br)c2C)c1	8%	-7%

Reprinted at random: 3 compounds from above, in no set order.
SMILES	MgcRacGAP inhibition	NS5 inhibitors	others
CCOC(=O)C1(C)C(=O)CC2c3nc4ccccc4cc3CN2C1=O (stereo not given)	1%	21%
CCOc1ncccc1C(=O)OC(C)C(=O)Nc1ccc(Cl)cn1 (stereo not given)	0%	-6%
CCC(=O)N(c1nnc(SCC(=O)c2ccc[nH]2)s1)C1CC1	12%	-1%

Next entries.
SMILES	MgcRacGAP inhibition	NS5 inhibitors	others
Cc1ccc(S(=O)(=O)N2C[C@H]3[C@H]4C(=O)N(c5ccccc5)C(=O)[C@H]4C[C@H](OC(=O)NC4CC4)[C@@]3(O)C2)cc1	15%	2%
CC(NC(=O)C12CC3CC(CC(C3)C1)C2)C(=O)NN=Cc1ccc([N+](=O)[O-])o1 (stereo not given)	2%	-7%
CN(C(=O)COC(=O)c1cc2ccccc2oc1=O)C1CCCCC1	9%	-1%
CCOc1ccc(S(=O)(=O)NCCC(=O)NC2CCC(C)CC2)cc1 (stereo not given)	10%	-7%
CCOc1cc(C(=O)OCC(=O)Nc2ccc(F)cc2Cl)ccc1OCC(=O)N1CCOCC1	-1%	2%
Cc1ccccc1N(C=O)c1ccccc1C	-1%	-3%
CCOC(=O)N(C)C[C@@H]1OCc2cnnn2CCCC(=O)N([C@H](C)CO)C[C@H]1C	13%	3%
C[C@@H]1ON(C)[C@H]2C[C@H]3c4[nH]c5ccc(-c6ccc7c(c6)OCO7)cc5c4CCN3C[C@@H]12	10%	-6%
O=C(N=C1SC2CS(=O)(=O)CC2N1Cc1ccccc1)C1CC1 (stereo not given)	7%	-3%
COc1ccc(-n2ccnc2SCC(=O)c2c(N)n(C3CC3)c(=O)[nH]c2=O)cc1	6%	-7%
CC(C)c1ccc(COC(=O)CN2C(=O)NC3(CCCCC3C)C2=O)cc1 (stereo not given)	2%	-1%
COc1cc(CNc2nc3ccccc3n2Cc2ccccc2)ccc1O	17%	4%
C[C@H](CO)N1C[C@H](C)[C@@H](CN(C)C(=O)Nc2cccc(F)c2)Oc2ncc(Br)cc2C1=O	4%	2%
COCCN(C(=O)COC(=O)COc1ccc2ccccc2c1)c1c(N)n(Cc2ccccc2)c(=O)[nH]c1=O	8%	-3%
Cc1ccc(S(=O)(=O)N2CCN(C(=O)CCC(=O)Nc3ccc(Br)c(C)c3)CC2)cc1	11%	-5%
Nn1c(SCC(=O)NC2CCCCCC2)nnc1C(F)(F)F	1%	2%
Cn1cc(C(=O)C(=O)NC2CC2)c2ccccc21	4%	-8%
c1ccc(CCNc2ccc3c(c2)Cc2ccccc2-3)nc1	?	-2%
CCn1c(=O)c2[nH]c(Cl)nc2n(CC)c1=O	6%	-9%
O=[N+]([O-])c1ccc(N2CCOCC2)cc1	0%	3%
CCN(C[C@H]1N[C@@](CC)(C(=O)OC)[C@H]2C(=O)N(Cc3ccccc3)C(=O)[C@@H]12)C(=O)COC	1%	-3%	NS5 inhibitors pilot replicate=-3.3
O=C(Nc1ccn(CCCNCCCN2CCCC2=O)c(=O)n1)OCc1ccccc1	1%	1%
COCCCNC(=O)CC1C[C@H](C(=O)N2CCOCC2)[C@@]2(CCC3CCCC3)c3[nH]c4ccc(OC)cc4c3CCN2C1=O (stereo not given in full)	4%	-6%	NS5 inhibitors pilot replicate=4.5
O=C(NNCc1ccccc1)c1ccccc1	-1%	7%
Cc1ccc(C(=O)OCC(=O)NCCc2ccc(S(N)(=O)=O)cc2)o1	2%	-2%
CC1CN(C(=O)CNC(=O)COc2ccccc2)CC(C)O1 (stereo not given)	6%	1%
O=C(OCCOc1ccccc1F)c1cc(S(=O)(=O)N2CCOCC2)ccc1F	-2%	-2%
Cc1ccc(S(=O)(=O)N2CCN(CC(=O)NCC3(N4CCOCC4)CCCCC3)CC2)cc1	7%	5%
CN1OC[C@@H]2CN(Cc3cc(Cl)cc(Cl)c3)[C@H](c3cccc(Br)c3)C[C@@H]21	9%	-4%
CC[C@]12c3[nH]c4ccc(OC)cc4c3CCN1C(=O)C(CC(=O)NCCCN(C)C)C[C@@H]2C(=O)N1CCN(C(=O)c2ccco2)CC1 (stereo not given in full)	12%	-7%
COc1ccc(C(=O)NCC(c2ccco2)N2CCc3ccccc3C2)c(OC)c1 (stereo not given)	8%	-1%
C[C@@H]1CN([C@H](C)CO)C(=O)CCCn2nncc2CO[C@H]1CN(C)C(=O)c1ccc(N2CCN(C)CC2)cc1	13%	-4%
Cc1cccc(-n2ccnc2SCC(=O)Nc2cccc(S(=O)(=O)NC3=NCCC3)c2)c1C	7%	0%
COc1ccc(C(=O)OCC(=O)NC23CC4CC(CC(C4)C2)C3)c(O)c1	20%	-6%
O=C(OCc1ccccc1)N1CCC2CC1c1ccc(N3CCOCC3)cc12 (stereo not given)	8%	-1%
COc1cc2c(cc1OC)CN(C(=O)c1cc(COc3ccccc3SC)on1)CC2	9%	5%
O=C(NNC(=O)c1cccc(S(=O)(=O)Nc2ccccc2F)c1)c1ccncc1	-4%	-2%
CCCCN1C(=O)c2ccc(C(=O)N(C)CC(=O)Nc3ccc(OCC)c(OCC)c3)cc2C1=O	3%	7%
N#Cc1ccc(NC(=S)NC(=O)C2CC2)cc1	10%	1%
Cn1c(=O)c2c(ncn2CC(=O)OCC(=O)NCCc2ccccc2)n(C)c1=O	4%	4%
S=C(NCCc1ccccc1)Nc1ncccn1	5%	-6%
CC(C)Cn1c(N)c(C(=O)COC(=O)c2cc3ccccc3cc2O)c(=O)n(C)c1=O	9%	-4%
O=C(CN1CCN(C(=O)c2cc(C3CC3)nn2-c2ccccc2)CC1)Nc1ccc(F)cc1	2%	-7%
Cc1noc(NS(=O)(=O)c2ccc(NC(=O)/C=C/c3ccccc3)cc2)c1C	4%	1%
COc1ccc(NC(=O)C[C@H]2C(=O)N(CCc3ccccc3)C[C@@H]2Cc2ccccc2)cc1	14%	-4%
CC1=C(C(=O)N2CCOCC2)CC(CC(=O)NC2CCCCC2)C(=O)N1Cc1ccc(F)cc1 (stereo not given)	15%	2%
COc1ccc(-c2cc(C(F)(F)F)nc(SCCC(=O)N3CCN(C)CC3)n2)cc1	4%	-2%
COc1cc(OC)c(C(=O)OCC(=O)NC23CC4CC(CC(C4)C2)C3)cc1OC	-13%	6%
Cc1ccc(S(=O)(=O)N2CCOCC2)cc1NC(=O)COC(=O)c1ccc(Br)cc1	6%	13%
CCN(C[C@H]1N[C@@](Cc2ccccc2)(C(=O)OC)[C@H]2C(=O)N(C)C(=O)[C@@H]12)S(=O)(=O)c1ccc(OC(F)(F)F)cc1	6%	-2%	NS5 inhibitors pilot replicate=-1.2
CC1(C)C[C@H]2C3=CCC4[C@@]5(C)CC[C@H](O)[C@@](C)(CO)C5CC[C@@]4(C)[C@]3(C)C[C@@H](O)[C@@]2(CO)[C@@H](O)[C@@H]1O (stereo not given in full)	9%	0%
Cc1cc(C)c(OCC(=O)Nc2nnc(C3CC3)s2)c(C)c1	-3%	-4%
Oc1ccccc1C=NN=C1c2ccccc2-c2ccccc21	7%	-2%
COc1ccc(CN2CCN(Cc3c[nH]c4ccccc34)CC2)c(OC)c1	104µM*	-5%
O=C(CCNC(=O)c1ccccc1Cl)Nc1nc2ccccc2[nH]1	10%	10%
CC(=O)N1CCc2ccc(N)cc21	10%	3%
CCc1cc(-c2cnnn2Cc2ccccc2)ccc1-c1cn(CC(C)C)nn1	-10%	-16%
Cc1ccc(S(=O)(=O)N(C)C[C@@H]2Oc3ncc(Br)cc3C(=O)N([C@H](C)CO)C[C@@H]2C)cc1	-6%	-7%
Cc1ccc(S(=O)(=O)N2C[C@@H]3[C@H]4CC[C@H](C4)[C@@H]3[C@@H](C)[C@@H]2c2ccn([Si](C(C)C)(C(C)C)C(C)C)c2)cc1	8%	-6%	NS5 inhibitors pilot replicate=-3.6

Entries above containing bromine (10):
SMILES	MgcRacGAP inhibition	NS5 inhibitors	others
O=C(COc1ccc(Cl)cc1Br)NC(=O)NC1CCCC1	11%	6%
CN(CC(=O)Nc1ccc(F)cc1)C(=O)COC(=O)c1cc(Br)c(Br)s1	6%	0%
CN(Cc1nc2ccccc2c(=O)[nH]1)C(=O)c1cc(-c2ccc(Br)cc2)nc2ccccc12	4%	0%
O=C(CCNC(=O)c1ccccc1)NN=Cc1ccc(Br)o1	3%	-4%
Cc1cnn(C(=O)Cn2nc(C(F)F)c(Br)c2C)c1	8%	-7%
C[C@H](CO)N1C[C@H](C)[C@@H](CN(C)C(=O)Nc2cccc(F)c2)Oc2ncc(Br)cc2C1=O	4%	2%
Cc1ccc(S(=O)(=O)N2CCN(C(=O)CCC(=O)Nc3ccc(Br)c(C)c3)CC2)cc1	11%	-5%
CN1OC[C@@H]2CN(Cc3cc(Cl)cc(Cl)c3)[C@H](c3cccc(Br)c3)C[C@@H]21	9%	-4%
Cc1ccc(S(=O)(=O)N2CCOCC2)cc1NC(=O)COC(=O)c1ccc(Br)cc1	6%	13%
Cc1ccc(S(=O)(=O)N(C)C[C@@H]2Oc3ncc(Br)cc3C(=O)N([C@H](C)CO)C[C@@H]2C)cc1	-6%	-7%
